OX1R antag-1: OX1R (HCRTR1) antagonists, primary screen, fluorescence, CHO/OX1R cells, Fluo-8 calcium, orexin A. hit rate 0.43% among 330,000. AID 434989, 2010. inhibition, % at 5 µM. Orexin/Hypocretin receptor type 1 (Homo sapiens), O43613. Fluo-8 calcium fluorescence;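 active means inhibition above its plate's threshold, mean inhibition of all tested compounds on the plate plus 3 SD, cut at about 37% in these data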;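 further: 0% = orexin A challenge wells and 100% = SB-334867-A antagonist wells; not every result past the cut was called active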
Target sequence (O43613 whole entry, looked up): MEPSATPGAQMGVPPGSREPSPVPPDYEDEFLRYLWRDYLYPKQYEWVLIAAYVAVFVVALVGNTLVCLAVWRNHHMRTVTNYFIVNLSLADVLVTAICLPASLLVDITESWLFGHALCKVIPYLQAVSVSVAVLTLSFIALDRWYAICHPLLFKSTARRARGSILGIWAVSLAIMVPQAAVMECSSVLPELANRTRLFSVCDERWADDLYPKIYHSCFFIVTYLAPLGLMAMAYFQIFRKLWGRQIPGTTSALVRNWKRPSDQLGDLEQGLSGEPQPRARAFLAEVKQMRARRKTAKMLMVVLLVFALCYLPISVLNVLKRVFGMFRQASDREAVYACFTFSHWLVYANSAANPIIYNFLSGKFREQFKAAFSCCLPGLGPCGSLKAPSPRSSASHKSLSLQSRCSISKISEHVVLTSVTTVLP
OX1R antag-2: antagonists of human orexin 1 receptor (OX1R); inhibition, % at 6.6 µM; OX1R-expressing cells, FRET antagonist read-out; hit rate 1.8% among 330,000; AID 485270, 2010; Orexin/Hypocretin receptor type 1 (Homo sapiens), O43613; in the data active means inhibition mostly above about 38%, no sharp cut-off; inactive means mostly below about 40%;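 further: 0% = agonist challenge alone and 100% = reference antagonist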
Numbers without * were called inactive; & = joins results of further samples.

Every second line gives: OX1R antag-1	OX1R antag-2
O=C1CC(NCc2ccco2)C(=O)N1CCc1ccccc1 (configuration not stated)
  0	-2
CC(C)(C)OC(=O)C[C@@H]1C/C=C\C[C@H](CC(=O)NCCO)C(=O)N[C@H](Cc2ccccc2)COC1=O
  -7	2
Cc1ccc(Nc2nc(N)nc(CSc3nc(C)cc(C)n3)n2)cc1
  -34	38
COc1ccc(C)cc1NC(=O)Nc1ccc(C(=O)N2CCCC2)cc1
  11	22
Cn1cc(CCCC(=O)NCc2ccccc2)c2ccccc21
  -1	7
CC(=O)N(C1=C(Cl)C(=O)c2ccccc2C1=O)C1CCCCC1
  22	71*
O=S(=O)(c1ccc(Cl)c(NC(=S)Nc2cccc(O)c2)c1)N1CCOCC1
  -2	8
Cc1cc(N=Cc2c(O)ccc3cc(Br)ccc23)no1
  0	14
O=C1c2ccccc2C(=O)N1CCCCN(C(=O)c1ccc(Cl)s1)c1ccc(Cl)cc1
  -28	-5
CC(=O)Nc1ccc(Nc2nc(-c3ccccc3)nc3ccccc23)cc1
  -19	29
Cc1c(C(=O)NC2CCCc3ccccc32)oc2ccc(S(=O)(=O)N3CCOCC3)cc12 (configuration not stated)
  -27	23
Cc1csc2nc(O)c(C(=O)NCCCN3CCCC3=O)c(=O)n12
  -4	4
C#CCOCCOCCOCCNc1nc(N2CCN(C(=O)[C@H]([C@@H](C)CC)n3cc([C@@H](N)CO)nn3)CC2)nc(N2CCN(C(=O)[C@H](CCCCN)n3cc([C@@H](N)CO)nn3)CC2)n1
  -1	6
O=C(NCc1ccccc1)c1ccc(F)c(F)c1
  -5	10
COCCn1c(SCC(=O)/C=C2\N(C)c3ccccc3C2(C)C)nnc1-c1ccncc1
  -13	24
COc1ccc(NC(=O)C(=O)NCC2CCCN2S(=O)(=O)c2ccc(C)cc2)cc1 (configuration not stated)
  -20	14
CCn1ccnc1CN(C)Cc1nc(-c2ccccc2)no1
  -26	8
Cc1ccc(C)c(S(=O)(=O)ON2C(=O)c3ccccc3C2=O)c1
  7	8
Cc1ccc(C(=O)COC(=O)c2cc(=O)[nH]c3ccccc23)cc1
  -22	13
C=CCC(NCCCO)c1cccc(OC)c1OC (configuration not stated)
  -19	7

Remaining list, next part.
Every second line gives: OX1R antag-1	OX1R antag-2
COc1ccc(NS(=O)(=O)c2cccc(C(=O)NC3CCN(Cc4ccccc4)CC3)c2)cc1
  -32	13
Cc1cccc(NC(=O)CCNS(=O)(=O)c2cccc3nsnc23)c1C
  2	61
Cn1nc(Cc2n[nH]c(=S)n2C)c2ccccc2c1=O
  -13	10
CCCCNS(=O)(=O)c1ccc(NS(=O)(=O)c2c(C)cc(C)cc2C)cc1
  -16	7
CC1=Nc2nc(N3CCCCCC3)c(C#N)c3c4c(nc(c23)N1)N(c1ccc2ccccc2c1)C(=O)C4
  -23	8
Cc1ccnc(SCC(=O)NC2CC2)n1
  -10	7
NC(=O)C1CCN(CC(O)CSc2ccccc2)CC1 (configuration not stated)
  -3	7
C/C=C(/C)C(=O)Nc1cccc(C2=NOC3(C2)C[C@@H](C(N)=O)N(C(=O)CCCCC)C3)c1 (some centres not stated)
  -9	33
Cc1ccc(N(CC(=O)NCc2ccco2)C(=O)CCC(=O)Nc2ccccn2)c(C)c1
  -33	16
Cc1cc(S(N)(=O)=O)c(N)c(S(N)(=O)=O)c1
  -5	-3
CC1(C)CC(=NOC(=O)c2ccccc2)CC(C)(C)N1
  -8	12
COc1ccc(CN(C)C(=O)c2ccc(NS(=O)(=O)c3ccc(F)cc3)cc2)c(OC)c1
  -6	6
COc1ccc(-n2c(-c3ccccc3)nc(=S)c3c2CCCC3)cc1
  -21	32
CCc1cccc(Nc2c([N+](=O)[O-])cc(C(=O)N3CC(=O)Nc4ccccc43)cc2[N+](=O)[O-])c1
  -31	19
Cc1ccc2c(c1)N(CC(=O)N1CCCC1)C(=O)C(C)O2 (configuration not stated)
  -11	3
CCc1[nH]c(C)c(C(C)=O)c1C
  -22	11
COc1ccc(C2CC(=O)n3nc(C45CC6CC(CC(C6)C4)C5)nc3S2)cc1OC (configuration not stated)
  -8	13
CC(C)(CNS(=O)(=O)c1ccc2ccccc2c1)N1CCOCC1
  -19	-2
Cc1cccc(C(=O)N/C(=C\c2ccco2)C(=O)N2CCCC2)c1
  -15	9
Fc1cccc2sc(Nc3nnc(-c4ccccc4)o3)nc12
  -5	15

The listing continues:
Every second line gives: OX1R antag-1	OX1R antag-2
COCCOC(=O)c1c(C)oc2ccc(O)c(CN3CCC(C)CC3)c12
  -39	9
Cc1onc(-c2ccccc2)c1C(=O)N/N=C/c1ccc(Br)cc1
  -21	6
CC(=O)/C(N)=N/Nc1cccc(Cl)c1
  -9	4
COc1ccc(Cl)cc1NC(=S)N(Cc1ccc(C(=O)O)cc1)Cc1ccc(OC)c(OC)c1
  -4	16
CC(C)(c1ccccc1)c1ccc(OCCN2CCCC2)cc1
  -18	-1
CC1CCN(C(=O)CCc2nnc3ccc(NCCCN4CCCC4=O)nn23)CC1
  -24	18
CN(Cc1ccccc1)S(=O)(=O)c1ccc(OCC(=O)NCc2ccncc2)cc1
  -29	17
COc1cc(OC)c(C2C3=C(CCCC3=O)Nc3nc4ccccc4n32)cc1OC (configuration not stated)
  -18	18
CCOC(=O)c1c(CC(C)C)csc1NC(=O)COC(=O)c1cc(OC)c(OC)cc1[N+](=O)[O-]
  -6	7
Cc1nn(C)c(C)c1CN(C)C(=O)C1(C)CC1(Br)Br (configuration not stated)
  -15	-1
O=C(CN1C(=O)NC2(CCCCCCC2)C1=O)Nc1c(Cl)cccc1Cl
  -21	3
COc1ccccc1-c1oc2ccccc2c1C#CC1(O)CCCCC1
  -10	7
Cc1nn(CC(=O)NCc2ccc(-n3cccn3)cc2)c(C)c1[N+](=O)[O-]
  -23	22
Cc1nc2ccccc2n1Cc1ccccc1Br
  4	24
CCCOc1ccc(C(=O)Nc2ccc(N3CCN(C(C)=O)CC3)cc2)cc1
  -8	10
COc1cc([N+](=O)[O-])ccc1NC(=O)Cc1ccc(C)cc1
  -5	7
CC(C)(C)n1ncc2c(=O)n(Cc3cccc(Cn4cnc5c(cnn5C(C)(C)C)c4=O)c3F)cnc21
  64*	29
CN(C(=O)N1CCN(S(=O)(=O)c2ccccc2)CC1)c1ccccc1
  -10	5
O=C(c1cc2c(cc1Br)OCCCO2)N1CCCCC1
  -17	20
CCOC(=O)c1cc(C)n(-n2cnnc2)c1C
  -6	2

Other records:
Every second line gives: OX1R antag-1	OX1R antag-2
O=C(NNc1nc(-c2ccccc2)cs1)c1ccc(F)cc1
  -5	18
Cc1nn(C)c(=O)n1N(C)c1ncc(C(F)(F)F)cc1Cl
  -10	10
NS(=O)(=O)c1ccc(CCNc2ncnc3sccc23)cc1
  9	10
O=C(CSc1ccc2nnc(-c3ccncc3)n2n1)Nc1ccc2c(c1)OCCO2
  -16	12
CC(NC(=O)NC12CC3CC(CC(C3)C1)C2)c1ccc2c(c1)OCO2 (configuration not stated)
  -20	4
COc1ccc2c(c1)C(=NO)c1cc(OC)ccc1-2
  -7	19
O=C(O)CC(c1ccc(Cl)cc1)N1C(=O)CCC1=O (configuration not stated)
  5	6
Cn1c(=O)c2c(SCc3cccnc3)nc(CC(C)(C)C)nc2n(C)c1=O
  -61	5
Cc1ccc(S(=O)(=O)N(CC(=O)NC2CC2)c2ccc(C)c(Cl)c2)cc1
  -31	15
Cc1ccccc1CN(C)C1CCN(C)CC1
  -1	1
COC(=O)c1c(C(=O)OC)c(-c2ccccc2)n2c1CCC2
  -25	1
CCOC(=O)C1CCCN(CCC(=O)Nc2cccc(C)c2)C1 (configuration not stated)
  -22	22
Oc1ccc(Cl)cc1CNCc1ccc(Cl)nc1
  -15	-3
Cc1ccc(S(=O)(=O)N2C(=O)c3cccc4cccc2c34)cc1
  -9	20
Cc1ccc(C(O)(C(=O)NNc2ccc3ccccc3n2)c2ccc(C)cc2)cc1
  -35&-22	5&33
CC(C)CCN1CCN=C1N(C)C
  -9	20
CCOC(=O)CNC(=O)CN1C(=O)CC(c2ccco2)Sc2ccccc21 (configuration not stated)
  -3	2
CCn1cc(C(=O)NCc2ccc(OC)cc2)c(=O)c2ccc(C)nc21
  -20	7
c1csc(-c2nc(NCC3CCCO3)c3ccccc3n2)c1 (configuration not stated)
  -15	68*
COc1cc(C2/C(=C(\O)c3ccc4c(c3)OCCO4)C(=O)C(=O)N2c2nnc(C)s2)cc(OC)c1OC (configuration not stated)
  -2	11

4 compounds out of the list above, arranged by the number in OX1R antag-2, highest first:
Every second line gives: OX1R antag-1	OX1R antag-2
CC(C)CCN1CCN=C1N(C)C
  -9	20
COc1cc(C2/C(=C(\O)c3ccc4c(c3)OCCO4)C(=O)C(=O)N2c2nnc(C)s2)cc(OC)c1OC (configuration not stated)
  -2	11
CCOC(=O)CNC(=O)CN1C(=O)CC(c2ccco2)Sc2ccccc21 (configuration not stated)
  -3	2
Cc1ccccc1CN(C)C1CCN(C)CC1
  -1	1

Returning to the listing, repeating the two entries before the break.
Every second line gives: OX1R antag-1	OX1R antag-2
c1csc(-c2nc(NCC3CCCO3)c3ccccc3n2)c1 (configuration not stated)
  -15	68*
COc1cc(C2/C(=C(\O)c3ccc4c(c3)OCCO4)C(=O)C(=O)N2c2nnc(C)s2)cc(OC)c1OC (configuration not stated)
  -2	11
O=C(CC1SC(=O)N(c2ccccc2)C1=O)Nc1ccc(Cl)cc1 (configuration not stated)
  -8	0
Cc1cccc(C)c1OCC(N)C(C)C (configuration not stated)
  -6	13
C=CCn1c(=NC(=O)C2CC2)sc2cc(NC(C)=O)ccc21
  -2	6
CC1CCN(S(=O)(=O)c2ccc3ccccc3c2)CC1
  -4	7
CCc1ccc(C(C)NC(=O)Cn2cnc3c(=O)n(C)c(=O)n(C)c32)cc1 (configuration not stated)
  -15	2
O=C(COc1ccc(Cl)cc1)Nc1cc(S(=O)(=O)N2CCCCC2)ccc1N1CCCCC1
  -23	7
O=C(NNc1ccc([N+](=O)[O-])cc1[N+](=O)[O-])C1C2CCCCC21 (configuration not stated)
  -12	30
c1ccc2sc(-c3ccc4c(c3)OCO4)nc2c1
  3	29
CCN(c1ccccc1)S(=O)(=O)c1ccc(Cl)c(C(=O)N(CC2CCCO2)C2CCS(=O)(=O)C2)c1 (configuration not stated)
  -17	20
CCOC(=O)Cn1cnc2c(nnn2-c2ccc(F)cc2)c1=O
  -18	4
CCOC(=O)CCSCC(=O)Nc1nnc(C)s1
  -15	21
Cc1oc(-c2ccccc2F)nc1CS(=O)(=O)CC(=O)NC(C)CCc1ccccc1 (configuration not stated)
  -6	16
O=C(CC1CCCCC1)Nc1c2c(nn1-c1ccc(F)cc1)CS(=O)(=O)C2
  -11	12
CCCCN(C(=O)c1ccc(-c2ccc([N+](=O)[O-])cc2)o1)c1c(N)n(CC(C)C)c(=O)[nH]c1=O
  -12	-2
Cn1nc(C(=O)Nc2cccc(S(=O)(=O)N3CCCC3)c2)c2ccccc2c1=O
  -24	8
Cc1cccc(CN2CCC(CNC(=O)Cn3ncc4c([nH]c5ccccc54)c3=O)CC2)c1
  -16	7
CCOC(=O)c1c(NC(=O)COC(=O)c2ccc(NC(=O)CC#N)cc2)sc(C(=O)NC)c1C
  -20	4
CC(Oc1ccccc1Cl)C(=O)Nc1ccc(S(=O)(=O)N2CCCC2)cc1 (configuration not stated)
  -10	17
COC(=O)c1sc(C(F)(F)F)c(-c2ccccc2)c1S(=O)(=O)N1CCCC1
  -29	7
Cc1c(C(=O)NCC2CCCO2)oc2ccccc12 (configuration not stated)
  -6	7

Remaining list, next part
Every second line gives: OX1R antag-1	OX1R antag-2
O=C(CSc1nnc2ccccn12)NC(=O)c1ccccc1Cl
  -2	1
Cc1c(Cc2ccccc2)c(=O)oc2c(C)c(OC(C)C(=O)N[C@@H](Cc3ccccc3)C(=O)O)ccc12 (some centres not stated)
  -9	9
COc1ccc(C(=O)CSc2nnc(CNC(=O)c3ccccc3)o2)cc1
  0	1
CCOc1ccc(C(c2c(C)[nH][nH]c2=O)c2c(C)[nH][nH]c2=O)cc1OCC
  11	10
CC1(C)CC(=O)C(=Cc2cn(-c3ccccc3)nc2-c2ccc(Cl)cc2)C(=O)C1
  -2	19
C=CCNC(=O)C1CC(=O)N(c2ccc(OCC(=O)NCc3ccccc3)cc2)C1 (configuration not stated)
  -4	0
Cc1csc2nc3ccccc3c(=O)n12
  -8	4
CN(C)c1ccc(S(=O)(=O)NCC(=O)NCC2CCCCC2)cc1[N+](=O)[O-]
  -79	18
Cc1cccn2c(CN(C)CCC3CCCCO3)c(C(=O)N3CCCCC3)nc12 (configuration not stated)
  -14	4
CCCCCN(CCCCC)C(=O)C(CCC(=O)O)NC(=O)c1ccc(Cl)c(Cl)c1 (configuration not stated)
  -20	21
CCc1ccc(N(CC)c2ncnc3nc[nH]c23)cc1
  -11	21
COc1ccc(CNc2cc(C)nc3ccc(OC)cc23)cc1
  -15	21

OX1R antag-2: hit marks shown above
Every second line gives: OX1R antag-1	OX1R antag-2
CC(=O)N(C1=C(Cl)C(=O)c2ccccc2C1=O)C1CCCCC1
  22	71*
c1csc(-c2nc(NCC3CCCO3)c3ccccc3n2)c1 (configuration not stated)
  -15	68*

Bioassay records (PubChem BioAssay)
